ADAM10 inh – inhibits human ADAM10; O14672; recombinant ADAM10, EDANS/DABCYL FRET peptide cleavage, 3 h; hit rate 0.62% among 370,000; inhibition, % at 7 µM;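 active = inhibition above a per-campaign cutoff equal to the mean of compounds falling between control-based bounds plus 3 SD, cut at about 20% in these data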;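 note: 0% = DMSO wells while the 100% control is not disclosed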
Target sequence (O14672 214-748 limits assumed): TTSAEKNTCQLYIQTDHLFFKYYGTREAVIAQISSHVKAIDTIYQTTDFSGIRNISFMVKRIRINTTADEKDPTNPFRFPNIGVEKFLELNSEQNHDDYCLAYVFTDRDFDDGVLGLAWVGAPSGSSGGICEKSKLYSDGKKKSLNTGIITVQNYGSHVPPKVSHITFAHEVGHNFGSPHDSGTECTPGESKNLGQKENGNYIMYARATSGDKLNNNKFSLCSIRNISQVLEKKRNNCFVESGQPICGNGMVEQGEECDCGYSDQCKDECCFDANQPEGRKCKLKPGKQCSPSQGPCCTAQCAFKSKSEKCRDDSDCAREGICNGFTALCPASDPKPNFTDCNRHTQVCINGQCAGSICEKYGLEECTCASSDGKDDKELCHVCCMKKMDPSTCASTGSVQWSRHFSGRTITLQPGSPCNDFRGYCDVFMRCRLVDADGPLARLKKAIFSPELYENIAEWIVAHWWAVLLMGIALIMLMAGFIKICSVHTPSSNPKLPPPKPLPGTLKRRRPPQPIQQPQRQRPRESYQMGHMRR
DAX1 inh-1 – DAX1 (NR0B1) inhibition, primary screen; HEK293T StAR-luciferase reporter, SF-1/DAX-1 repression relief; inhibition, % at 6.8 µM; hit rate 1.1% among 370,000; AID 652010;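 active = inhibition above the mean over all tested compounds plus 3 SD, cut at about 3.6% in these data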;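 note: 0% = DAX-1 cells with DMSO and 100% = cells lacking DAX-1 with DMSO; higher inhibition means more luminescence from relief of DAX-1 repression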
PLCg1 inh – blocks human PLC-gamma1 enzyme activity; AID 720700; inhibition, % at 12.2 µM; hit rate 0.84% among 370,000; purified PLC-gamma1, fluorogenic substrate, fluorescence; in the data active = inhibition above about 9.5%
HGIII-sPLA2 inh – Blocks human group III sPLA2 activity; QFRET BODIPY PC-A2 liposome hydrolysis, fluorescence; inhibition, % at 12.2 µM; hit rate 0.56% among 370,000; AID 743126;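 active = inhibition above mean plus 3 SD of compounds lying within the high and low control bounds, cut at about 19% in these data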;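 note: 0% = median of test compound wells and 100% = no enzyme DMSO wells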
hgDAF12 agonist – activates the H. glycines DAF-12 receptor ligand-binding domain | HEK293 GAL4-hgDAF12 UAS-luciferase reporter, agonist luminescence; normalized to butyrate control | activation, % at 6.8 µM | hit rate 1.8% among 370,000 | AID 687014;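 active = activation above a cutoff set at the mean of all screened compounds plus 3 SD, cut at about 10% in these data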;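 note: 0% = DMSO wells and 100% = sodium butyrate wells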
ssDAF-12 act – activates DAF-12 receptor from parasite S. stercoralis; HEK293 ssDAF-12/GRIP1 lit1-tk-luc reporter, luminescence; % of 3 µM dafachronic acid response; activation, % at 6.8 µM; hit rate 1% among 370,000; AID 652126;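 active = activation above the mean over all tested compounds plus 3 SD, cut at about 0.9% in these data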;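 note: 0% = DMSO-only wells and 100% = 3 µM delta7-dafachronic acid wells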
ADAM17 inh – inhibits human ADAM17. P78536. recombinant ADAM17, EDANS/DABCYL FRET peptide cleavage. inhibition, % at 6.95 µM. hit rate 0.83% among 370,000. AID 720648;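 active = inhibition above the mean of compounds lying between control limits plus 3 SD, set per campaign, cut at about 8.5% in these data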;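 note: 0% = DMSO-only wells as the low control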
Target sequence (P78536 215-824 limits assumed): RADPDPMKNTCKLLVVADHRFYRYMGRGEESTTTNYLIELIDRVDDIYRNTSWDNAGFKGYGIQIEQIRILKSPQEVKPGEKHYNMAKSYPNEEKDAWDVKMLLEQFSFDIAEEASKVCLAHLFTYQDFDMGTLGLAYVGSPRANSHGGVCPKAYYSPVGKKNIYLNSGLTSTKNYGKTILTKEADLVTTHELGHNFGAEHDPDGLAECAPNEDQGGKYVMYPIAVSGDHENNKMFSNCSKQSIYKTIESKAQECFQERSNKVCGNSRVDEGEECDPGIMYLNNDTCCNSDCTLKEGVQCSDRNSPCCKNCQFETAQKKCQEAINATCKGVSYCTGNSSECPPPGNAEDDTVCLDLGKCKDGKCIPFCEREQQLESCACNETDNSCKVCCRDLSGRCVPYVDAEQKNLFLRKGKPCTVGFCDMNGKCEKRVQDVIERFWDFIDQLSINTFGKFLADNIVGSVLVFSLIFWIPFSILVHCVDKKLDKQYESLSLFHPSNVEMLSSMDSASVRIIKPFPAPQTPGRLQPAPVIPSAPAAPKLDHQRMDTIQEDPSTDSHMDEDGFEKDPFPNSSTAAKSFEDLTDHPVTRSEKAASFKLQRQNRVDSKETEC
hcDAF12 agonist – activates DAF-12 receptor from parasite H. contortus; HEK293 hcDAF-12 lit1-tk-luc reporter, luminescence; 0% DMSO, 100% Δ7-dafachronic acid; hit rate 1.4% among 370,000; activation, % at 6.8 µM;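 active = activation above the mean of all tested compounds plus 3 SD, cut at about 5.5% in these data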;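 note: 100% = response to 3 µM Δ7-dafachronic acid high control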
PLCb3 inh – blocks human PLC-beta3 enzyme activity; Q01970; Purified PLC-beta3, fluorogenic substrate, fluorescence; inhibition, % at 12.2 µM; hit rate 0.18% among 370,000; AID 720704; in the data active = inhibition above about 11%;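 note: 0% = median of compound wells on plate and 100% = full blocker control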
FXN GAA850 act – activators of GAA850 frataxin (FXN) promoter; HEK293 lucGAA850 FXN promoter luciferase reporter, 24 h; percent of 10 µM SAHA response; hit rate 0.56% among 360,000; AID 540364; activation, % at 6 µM;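 active = activation above the average of all compounds screened plus 3 SD, cutoff fixed separately per campaign, cut at about 7.5% in these data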;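 note: 0% = DMSO wells and 100% = 10 µM SAHA wells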
DAX1 inh-2 – NR0B1 (DAX1) inhibition | inhibition, % at 6.75 µM | P51843 | hit rate 0.99% among 340,000 | AID 504766 | HEK293 Gal4-DAX1 luciferase reporter, luminescence;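 active = inhibition above the mean over all tested compounds plus 3 SD, cut at about 4.2% in these data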;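 note: 0% = DAX1-transfected cells with DMSO and 100% = empty-vector control cells with DMSO; inhibition shows as a rise in luminescence from relieved DAX1 repression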
The depositor's hits bear a star; i = inactive; . = not tested or not shown.

The line under a structure holds: ADAM10 inh	DAX1 inh-1	PLCg1 inh	HGIII-sPLA2 inh	hgDAF12 agonist	ssDAF-12 act	ADAM17 inh	hcDAF12 agonist	PLCb3 inh	FXN GAA850 act	DAX1 inh-2
CC12CN3CCN(CC(C3)/C1=N\NC(=O)Nc1cccc(Cl)c1)C2
  8.0	0.0	3.1	2.6	0.1	-0.8	1.2	0.4	5.4	4.3	.
CC12CC3CC(C)(C1)CC(C(=O)NC(=S)N1CCCCC1)(C3)C2
  6.1	-0.3	8.6	8.7	-1.1	-1.9	2.4	0.2	3.8	2.7	-1.3
Cc1cccc(NC(=S)NNC(=O)Cc2ccccc2)c1
  0.3	0.4	-2.3	19.0	-1.4	-0.6	0.5	-2.5	-2.1	0.2	0.1
O=C(O)c1ccc(CSc2nc(-c3ccc(Cl)cc3)cc(C(F)(F)F)n2)cc1
  0.5	0.1	-2.9	2.7	-1.2	-1.7	-4.1	1.0	2.4	-1.7	-0.8
COc1ccc(OC)c(CN2CCC(CNC(=O)Nc3cccc(Cl)c3)CC2)c1
  -2.1	1.1	-2.2	2.5	-0.4	-1.1	-6.9	-0.6	-6.3	-2.5	-0.8
Cc1ccccc1NC(=S)/C(=C(\[O-])c1cc(C)n(Cc2ccccc2Cl)c1C)[n+]1ccccc1
  14.5	0.3	-17.0	-2.0	3.6	0.1	12.2*	0.6	-25.6	1.1	1.3
Cc1ccc(NC(=O)COc2ccc(N(C)C(=O)C(C)(C)C)cc2)cc1S(=O)(=O)N1CCCCC1
  5.5	-6.9	0.4	-18.1	-9.1	-2.1	6.0	-4.1	-6.0	-3.3	-3.0
CC1CCCN(C2=C(Cl)C(=O)N(c3cccc(Cl)c3)C2=O)C1 (centres undefined)
  -8.2	-1.1	-32.3	-4.0	0.1	-0.6	-1.5	0.0	-34.8	-0.4	-0.9
COc1ccc(C(=O)C(=O)c2ccc(OCCO)cc2)cc1
  10.5	-0.1	-0.5	-3.0	1.7	-1.3	1.0	-0.6	1.4	1.2	-0.1
CCOC(=O)c1cccc(NC(=O)CSc2nc(N)cc(N)n2)c1
  -8.4	-1.6	0.5	3.1	-1.4	-1.4	1.1	-1.5	2.3	-4.9	1.4
Cc1ccc(S(=O)(=O)N(C)c2ccc(OCC(=O)NC3=NCCS3)cc2)cc1
  4.0	-0.3	0.7	-3.5	0.3	-1.5	-1.0	-1.4	-4.5	-0.6	-0.1
COCCCNC(=O)C1CCN(c2ccc(N3CCOCC3)nn2)CC1
  -388.1	0.2	-404.7	-1.1	-1.2	-1.1	-131.8	0.5	i	3.7	2.1
COCCCNC(=O)C[C@H]1C[C@H](C(=O)N2CCOCC2)[C@@]2(C)c3[nH]c4cc(-c5ccco5)ccc4c3CCN2C1=O
  i	1.2	i	-5.0	-4.6	-0.9	-162.9	-0.8	i	1.7	-0.8
Cc1cccc(NC(=O)CSc2nnc(-c3ccccc3Br)o2)c1C
  7.4	0.0	2.7	-1.1	0.3	-1.0	1.6	0.5	5.4	-1.5	1.1
CC1(C)CC(=O)C(C(=O)C2CCN(S(=O)(=O)c3ccccc3)CC2)C(=O)C1
  -0.6	-0.1	-3.2	0.1	-4.0	-1.4	0.1	-0.2	1.5	2.0	3.0

The line under a structure holds: ADAM10 inh	DAX1 inh-1	PLCg1 inh	HGIII-sPLA2 inh	hgDAF12 agonist	ssDAF-12 act	ADAM17 inh	hcDAF12 agonist	PLCb3 inh	FXN GAA850 act	DAX1 inh-2
CCCCC1(C)OC(=O)C(=Cc2ccc(-c3ccc(Cl)c(C(=O)O)c3)o2)C(=O)O1 (centres undefined)
  -40.0	0.1	-4.5	1.2	-2.1	-1.1	-18.1	-0.6	-15.8	-0.9	0.4
Cc1nc2c(c(=O)c3ccccc3n2C)c(=O)n1-c1ccccc1
  -1.7	-0.1	0.9	-4.1	0.3	-0.6	-0.9	3.1	-2.8	-1.8	0.5
CC(CNC(=O)CN1C(=O)c2cccnc2Oc2ccc(Cl)cc21)c1ccccc1 (centres undefined)
  2.3	0.0	1.5	-0.3	-2.0	-1.3	-1.2	0.8	-6.5	-0.6	-1.8
c1ccc(N/N=C2\CCCc3ccccc32)nc1
  5.4	-0.8	3.0	6.6	-0.2	-0.3	1.8	1.5	-3.5	4.0	0.2
COc1ccc(NC(=O)COc2ccc(Br)cc2)c(OC)c1
  -3.8	-0.6	0.6	2.0	-1.4	-1.7	-3.8	-0.7	-4.5	1.0	0.7
Oc1ccc(/C=N/N=C/c2ccc(O)c(O)c2)cc1O
  14.0	0.5	4.0	-16.2	-4.4	-0.8	2.5	2.4	-1.1	8.2*	-1.3
O=c1cc(CN2CCN(c3ccc(Cl)c(Cl)c3)CC2)c2c(ccc3ccccc32)o1
  -78.6	-3.8	-8.1	2.9	3.5	-1.2	-21.2	-1.0	-11.1	.	.
CN(Cc1c(C(=O)N/N=C/c2cccc(O)c2)nnn1-c1nonc1N)C1CCCCC1
  -42.0	-0.1	-3.2	-44.1	-0.4	-0.4	-10.6	-3.2	-8.5	-1.5	0.0
CCOC(=O)c1c(C)oc2ccc(OCC(=O)N(CC)CC)cc12
  1.1	-0.7	-0.6	-8.8	-0.6	-1.2	-1.7	-0.5	-1.3	1.7	0.9
COc1ccccc1NC(=O)C12CCC(C)(C(=O)C1)C2(C)C (centres undefined)
  2.0	0.0	1.8	10.7	1.3	-1.2	-3.1	-0.7	-2.5	-0.1	-1.2
NC(=O)c1ccc(NC(=O)CCNC(=O)c2ccco2)cc1
  0.3	-0.2	2.0	0.2	-0.7	-1.6	-0.6	-0.2	-4.7	1.9	4.1
c1ccc(-c2nc(NCCCn3ccnc3)c3oc4ccccc4c3n2)cc1
  7.2	-1.7	-4.1	-34.6	-0.5	-0.9	4.0	3.3	1.4	1.4	-0.9
O=C(Cn1cccc1C(=O)c1ccccc1)NCCCc1ccccc1
  2.7	-0.7	-2.7	-6.2	0.5	-0.7	2.1	2.2	-9.8	-0.1	-0.4
Cc1ccc(NC(=O)c2cc(NC(=O)c3ccco3)ccc2N2CCCCC2)cc1
  -11.8	0.9	-2.0	1.8	1.6	-1.0	-6.3	-2.2	-3.1	-0.5	-0.4
CC/C(=C/c1sc2ccc(C)cc2[n+]1CCO)SC
  4.7	-0.7	2.4	-0.5	-3.4	-1.7	3.6	-0.9	3.1	1.2	1.1

The line under a structure holds: ADAM10 inh	DAX1 inh-1	PLCg1 inh	HGIII-sPLA2 inh	hgDAF12 agonist	ssDAF-12 act	ADAM17 inh	hcDAF12 agonist	PLCb3 inh	FXN GAA850 act	DAX1 inh-2
CCCCc1nc(NCCNC(=O)c2ccco2)c(C#N)c2c1CSC(C)(C)C2
  -493.2	-0.6	-88.6	-10.7	-4.1	-1.0	-126.3	-2.2	-93.8	.	.
N#Cc1ccccc1COC(=O)c1ccc(Br)o1
  4.9	0.3	-2.3	-0.9	0.8	-1.3	-0.1	-0.6	0.6	0.5	-0.3
Brc1ccc(OCCCCN2CCCCC2)cc1
  0.1	0.1	3.5	-3.2	-0.1	-0.9	-3.7	-1.0	-5.4	2.3	1.0
Clc1cc(Cl)cc(CSc2nnc(-c3sccc3-n3cccc3)o2)c1
  -0.3	-0.5	3.2	0.6	-2.2	-1.1	-2.3	-0.6	3.1	1.1	-0.4
CCOC(=O)CN1CC23C=CC(O2)C(C(=O)Nc2ccc(F)c(C)c2)C3C1=O (centres undefined)
  -3.4	-0.6	-0.8	-3.2	-1.6	-1.1	-4.0	-0.2	-7.4	-0.1	-0.2
CC1(C)CC(NC(=O)COc2ccc(Cl)cc2Cl)CC(C)(C)N1
  1.6	0.1	-1.1	0.7	0.2	-1.0	-2.4	-2.0	-2.7	-0.8	1.3
CC1(C)C2CCC1(CS(=O)(=O)Nc1ccc(S(=O)(=O)N3CCCCC3)cc1)C(=O)C2 (centres undefined)
  -0.7	0.9	3.2	-8.3	-1.2	-1.6	-0.5	-0.6	5.1	-1.6	-0.6
CCCS(=O)(=O)N1CCCC(C(=O)NC2CCCC(C)C2C)C1 (centres undefined)
  -1.8	0.1	1.3	2.9	-0.2	-0.5	-4.5	-1.5	1.8	-0.4	-0.7
Cc1nnc(SCC(=O)Nc2sc3c(c2C(N)=O)CCC(C)C3)[nH]c1=O (centres undefined)
  -7.3	-1.6	-8.6	0.5	0.7	-1.1	-3.1	1.1	-17.1	0.2	0.6
COc1ccc(CN(C)C(=S)Nc2ccc(OC(F)F)cc2)cc1
  -6.3	-0.8	2.2	0.7	2.4	-1.4	0.2	-1.2	-0.4	1.0	-0.8
CC(C)CN(C(=O)C1CSC2(C)CCC(=O)N12)c1c(N)n(Cc2ccccc2)c(=O)[nH]c1=O (centres undefined)
  -9.4	0.7	-1.1	2.8	2.4	-0.2	-0.6	0.1	-5.4	0.0	0.3
O=[N+]([O-])/C(C(=C(Cl)Cl)N1CCN(Cc2ccccc2)CC1)=C1\NCCN1Cc1ccc(Cl)nc1
  3.5	-0.2	3.4	-11.3	-2.6	-1.8	2.9	-0.9	5.1	-0.3	-1.1
O=C(Nc1ccc(N2CCOCC2)cc1)c1cc2c(s1)CCCCC2
  -2.1	-0.1	-8.6	-1.9	-0.8	-1.8	1.1	-3.2	-7.7	1.7	-1.4
COc1cc(C(=O)OCCCc2cc3ccccc3c(=O)o2)cc(OC)c1OC
  2.5	-0.2	-1.2	6.4	-0.9	-1.1	-4.0	0.0	-2.2	-0.6	-0.4
CC(NC(=O)/C(C#N)=C/c1cccs1)c1ccccc1 (centres undefined)
  9.9	-2.1	1.9	0.8	-1.9	-2.1	0.5	-1.0	0.0	-0.8	-1.6

The line under a structure holds: ADAM10 inh	DAX1 inh-1	PLCg1 inh	HGIII-sPLA2 inh	hgDAF12 agonist	ssDAF-12 act	ADAM17 inh	hcDAF12 agonist	PLCb3 inh	FXN GAA850 act	DAX1 inh-2
C/C(=N\NC(=O)c1nnn(-c2nonc2N)c1-c1cccs1)c1cccc(O)c1
  0.4	1.3	-7.6	-6.0	0.4	-0.5	4.6	0.6	-11.6	1.3	-0.2
O=C(COC(=O)c1cc(S(=O)(=O)N2CCOCC2)c(Cl)cc1Cl)NC1CC1
  -2.0	0.1	-1.0	-3.2	1.4	-0.5	-1.5	-0.5	2.4	2.0	0.2
Cc1ccc(Cl)cc1NC(=O)CCn1cccc1
  4.9	1.3	-0.7	-6.8	0.4	-1.4	-4.9	-0.9	-2.8	-0.4	-0.8
O=C(N/N=C/C(Cl)=C/c1ccc([N+](=O)[O-])cc1)C(=O)Nc1ccc(C(=O)O)cc1
  0.0	0.0	0.2	5.5	-0.8	-0.8	-4.3	-0.1	-7.6	2.6	2.3
CC(O)/C=C/C1OC(=O)CC1Nc1ccc(C=O)cc1 (centres undefined)
  -25.1	1.3	-1.2	7.9	0.4	0.0	3.1	-1.5	0.0	-1.1	-0.5
O=C(Nc1ccc(Oc2nnc(-c3ccccc3)c3ccccc23)cc1)c1ccccc1
  -4.1	-0.1	0.2	8.1	2.5	-1.0	1.0	-1.1	-1.1	-0.5	0.4
CC(C)C(NC(=O)c1ccc(C(C)(C)C)cc1)C(=O)Nc1cccc(S(N)(=O)=O)c1 (centres undefined)
  6.8	-1.1	5.5	-33.5	-1.4	-1.6	6.5	-1.6	-2.9	-1.1	-0.9
CN(C)CCCOC(=O)COc1ccc(C(C)(C)C)cc1
  4.8	0.1	5.8	-7.7	0.3	-1.3	4.6	-1.8	3.6	0.8	-1.6
